MrgX1 PAM: human MrgX1 positive allosteric modulation, primary screen | Q96LB2 | MrgX1-HEK293, Fluo-4 calcium flux, FDSS; stronger effect = higher value | B-score at 10 µM | 310,000 compounds, 0.63% hits | AID 588675;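 active = plate-corrected calcium response at least 3 library SD above typical, normal starting fluorescence, not activating the receptor alone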;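 note: compound read alongside a low EC10 to EC30 dose of BAM8-22 agonist; peak minus trough fluorescence over baseline measured at the second addition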
Target sequence (Q96LB2 whole entry, looked up): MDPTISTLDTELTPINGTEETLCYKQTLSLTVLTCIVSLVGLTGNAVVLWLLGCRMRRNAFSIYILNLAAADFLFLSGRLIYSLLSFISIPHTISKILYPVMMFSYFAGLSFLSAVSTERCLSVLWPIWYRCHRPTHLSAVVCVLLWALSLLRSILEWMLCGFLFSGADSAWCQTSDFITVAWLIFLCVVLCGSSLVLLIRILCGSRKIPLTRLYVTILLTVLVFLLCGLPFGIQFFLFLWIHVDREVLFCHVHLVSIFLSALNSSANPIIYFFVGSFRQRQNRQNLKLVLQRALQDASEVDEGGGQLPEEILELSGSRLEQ
KCNK3 inh: human KCNK3 channel inhibition, primary screen; O14649; CHO-KCNK3 thallium flux, FluxOR fluorescence; stronger effect = lower value; B-score at 10 µM; 340,000 compounds, 0.84% hits;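 active = B-score under library mean minus 4 SD, starting fluorescence ratio at most library mean plus 5 SD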;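 note: more negative B-score means stronger inhibition of thallium flux through KCNK3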
MrgX1 ag: activates human MrgX1 receptor signaling. Q96LB2. MrgX1-HEK293 cells, Fluo-4 calcium fluorescence, agonist mode; stronger effect = higher value. B-score at 10 µM. 310,000 compounds, 0.44% hits. AID 588627;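 active = calcium response B-score plate-corrected fluorescence ratio at least 3 library SD, with starting fluorescence B-score inside 5 SD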
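System: HEK293 cells stably expressing human MrgX1 receptor; Dosing: test compound in the initial addition of three; Schedule: overnight plating, then 30 min 37 °C plus 30 min room-temperature dye loading; Detection: kinetic calcium dye fluorescence, Fluo-4 NW; Controls: per-plate positive and negative controls for Z′ factor.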
KCNQ1 inh: human KCNQ1 channel inhibition; P51787; CHO-K1 KCNQ1, FluxOR thallium flux fluorescence; stronger effect = higher value; B-score at 10 µM; 310,000 compounds, 1.3% hits;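 active = compounds whose thallium flux B-score, printed positive for inhibition, exceeds three library SD while starting fluorescence stays within three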;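 note: channel opened by potassium depolarization with thallium stimulus after 20 min compound exposure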
Target sequence (P51787 whole entry, looked up): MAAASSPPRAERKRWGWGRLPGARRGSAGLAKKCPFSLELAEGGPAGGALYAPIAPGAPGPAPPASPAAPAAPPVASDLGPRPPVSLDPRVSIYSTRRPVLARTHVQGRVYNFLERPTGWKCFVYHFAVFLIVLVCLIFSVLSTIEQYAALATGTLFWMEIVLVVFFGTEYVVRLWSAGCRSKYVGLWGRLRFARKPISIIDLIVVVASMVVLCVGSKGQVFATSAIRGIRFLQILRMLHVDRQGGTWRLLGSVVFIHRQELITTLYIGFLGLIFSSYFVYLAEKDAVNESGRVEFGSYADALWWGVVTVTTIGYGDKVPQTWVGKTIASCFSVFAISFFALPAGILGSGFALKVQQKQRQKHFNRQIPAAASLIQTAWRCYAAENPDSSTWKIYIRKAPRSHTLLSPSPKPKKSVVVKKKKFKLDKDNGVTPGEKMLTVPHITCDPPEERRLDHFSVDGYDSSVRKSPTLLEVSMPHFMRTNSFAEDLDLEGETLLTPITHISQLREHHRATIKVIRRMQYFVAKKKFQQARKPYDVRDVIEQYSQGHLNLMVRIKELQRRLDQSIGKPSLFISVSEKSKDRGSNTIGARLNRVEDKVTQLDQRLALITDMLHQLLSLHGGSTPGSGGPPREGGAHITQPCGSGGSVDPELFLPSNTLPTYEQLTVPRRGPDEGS
RGS4 pot: RGS4 potentiation or activation. HEK293 M3R/inducible RGS4, carbachol calcium flux Fluo4; stronger effect = lower value. B-score at 10 µM. 310,000 compounds, 0.92% hits. AID 463111;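 active = B-score of the integrated calcium signal more than 4 SD below the library mean, with starting fluorescence not abnormally high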;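 note: negative B-score means reduced calcium response which marks RGS4 activation or potentiation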
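Detection: kinetic calcium fluorescence imaging with Fluo4-AM dye, 2 µM / Material: HEK293 cells with stable M3R and inducible RGS4 / Schedule: recording 10 s baseline at 1 Hz, 100 s post-agonist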
KCNQ1 act: potentiates or activates the human KCNQ1 potassium channel; B-score at 10 µM; CHO-K1 KCNQ1, thallium flux FluxOR fluorescence; stronger effect = higher value; 310,000 compounds, 0.35% hits; P51787;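 active = fluorescence ratio B-score, a plate-corrected score, at least three library SD, with initial intensity B-score within 5 SD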
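Assay system: CHO-K1 cells stably expressing KCNQ1; Medium: assay buffer with matched DMSO; Also added: K+/Tl+ depolarizing stimulus; Dosing: single dose; Timing: dye 90 min, compound 20 min, room temperature; Measured by: kinetic FluxOR thallium fluorescence, 10-s 1-Hz baseline, 110-s post-stimulus read; Read-out: peak-minus-minimum fluorescence over initial fluorescence, negative-control normalized, B-scored.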
KCNK9 inh: blocks the human KCNK9 two-pore domain potassium channel | Q9NPC2 | 310,000 compounds, 1.2% hits | HEK293 KCNK9, FluxOR thallium flux fluorescence; stronger effect = lower value | B-score at 10 µM;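 active = ratio B-score over 3 SD below the library mean, with starting fluorescence within 5 SD of its mean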;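 note: negative B-score means less thallium flux so channel inhibition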
hERG rescue: compounds protecting human hERG from proarrhythmic drug block; CHO-hERG, FluxOR thallium flux, dofetilide IC70 present; 310,000 compounds, 0.51% hits; activation (rescue from dofetilide block), less the hit threshold, % at 10 µM; AID 1511;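 active = activation above the mean of controls blocked by dofetilide plus 5 SD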;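 note: thallium influx through hERG after potassium depolarization seen as dye fluorescence rise; in these data hits start at about 4.7%; inactives centre near -7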
TMEM16A inh: inhibitors of mouse TMEM16A calcium-activated chloride channel; Q8BHY3; HEK293 TMEM16A/YFP iodide influx fluorescence, ionomycin; normalized B-score (activity score, 25-100; higher = stronger inhibition) at 10 µM; 310,000 compounds, 1.2% hits; AID 588511;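 active = ratio plate-corrected score three or more library SD toward inhibition, starting fluorescence score within five deviations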;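 note: score derived from kinetic fluorescence span divided by baseline fluorescence per well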
TMEM16A act: activators or potentiators of mouse TMEM16A chloride channel | Q8BHY3 | HEK293 TMEM16A/YFP-H148Q/I152L, iodide quench fluorescence; stronger effect = lower value | B-score at 10 µM | 340,000 compounds, 0.3% hits;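 active = fluorescence-ratio B-score plate-corrected deviation score at least 3 library SD below zero, with starting fluorescence score within 5 deviations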;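 note: channel opened by trigger with iodide after compound preincubation; score built on the fluorescence ratio of max minus min over baseline; more negative score means more quench and so TMEM16A activation or potentiation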
RGS4 inh: human RGS4 inhibition; HEK293 M3R/RGS4 inducible, Fluo-4 calcium flux; stronger effect = higher value; triggered by carbachol at its EC20; B-score at 10 µM; 310,000 compounds, 0.45% hits;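 active = B-score, a plate-corrected calcium signal, over three deviations above library mean, with baseline fluorescence within five deviations of library mean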;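 note: RGS4 expression induced by doxycycline in cells with stable M3 receptor; B-score is computed from the integrated fluorescence ratio over baseline after carbachol; higher B-score means a larger calcium signal and so more RGS4 inhibition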
Starred values were filed as active, the others as inactive; i = inactive; nt = no result given. Outcome played no part in choosing rows. Share with any hit: about 6.3%.

SMILES	MrgX1 PAM	KCNK3 inh	MrgX1 ag	KCNQ1 inh	RGS4 pot	KCNQ1 act	KCNK9 inh	hERG rescue	TMEM16A inh	TMEM16A act	RGS4 inh
O=C(Cn1c(=O)n(CCC(=O)N2CCCCC2)c(=O)c2sccc21)NCc1ccccc1	i	i	i	i	i	i	i	-8.9	i	i	i
CCSc1nnc(N)s1	i	i	i	i	i	i	i	-10.2	i	i	i
Cc1c(Cl)cccc1NC(=O)CN1CCN(CCO)CC1	i	i	i	i	i	i	i	-6.9	i	i	i
C=CCOc1ccc(CNc2ccc(NC(=O)CCC)cc2)cc1OCC	i	i	i	i	i	i	i	-14.1	i	i	i
CC(C)OC(=O)c1c(F)c(F)c(N2CCOCC2)c(F)c1F	i	i	i	i	i	i	i	3.6	i	i	i
CN(C)NC(=S)NC1(C)CCS(=O)(=O)C1 (stereo not drawn)	i	i	i	i	i	i	i	-7.1	i	i	i
COc1ccccc1-n1cnc2cc(C(=O)NCC3CCCO3)ccc21 (stereo not drawn)	i	i	i	i	i	i	i	-7.7	i	i	i
COc1cccc(C(=O)NCCS(=O)(=O)N2CCN(C(=O)c3ccco3)CC2)c1	i	i	i	i	i	i	i	-5.9	i	i	i
CCC1=Nc2cc(C(=O)O)ccc2Sc2ccc(Cl)cc21	i	i	i	i	i	i	i	-12.3	i	i	i
COc1ccc2[nH]c(C(=O)O)c(CCNC(=O)/C=C/c3ccc(O)c(OC)c3)c2c1	i	i	i	i	i	i	i	2.3	i	i	i
N#CCOC(=O)c1c2c(nc3ccccc13)CCC2	i	i	i	i	i	i	i	-15.4	i	i	i
Cc1cccc(C(=O)Nc2ccc3c(c2)C(=O)NC3=O)c1	i	i	i	i	i	i	i	-9.5	i	i	i
CCCCOc1ccc(Cc2n[nH]c(=S)n2N)cc1	i	i	i	i	i	i	i	-7.5	i	i	i
NC1=NC[C@@H](Cc2ccc(O)cc2)N1CCc1cccc2ccccc12	i	i	i	i	i	i	i	-4.9	i	i	i
CCCCN1C(=O)CC(Sc2ncccc2C(=O)O)C1=O (stereo not drawn)	i	i	i	i	i	i	i	-3.1	i	i	i
CCOC(=O)c1cc2c(ccn2C)n1CC(=O)N1CCN(c2ccccc2)CC1	i	i	i	i	i	i	i	-0.2	i	i	i
CC(C)=C1SC(N2CCN(c3cccc(Cl)c3)CC2)=NC1=O	i	i	i	i	i	i	i	-0.6	i	i	i
CC(=O)Nc1cccc(C(=O)OC(C)C(=O)NC2CCCc3ccccc32)c1 (stereo not drawn)	i	i	i	i	i	i	i	-17.1	i	i	i
O=c1ccc(-c2ccccc2)nn1Cc1ccc(F)cc1Cl	i	i	i	i	i	i	i	-2.8	i	i	i
CCc1ccc(OCc2nnc(SCC(=O)NC3CCCCC3)o2)cc1	i	i	i	i	i	i	i	-5.6	i	i	i
O=C(NCc1ccccc1)C1CCCN(S(=O)(=O)c2ccc(Br)cc2)C1 (stereo not drawn)	i	i	i	i	i	i	i	-8.3	i	i	i
C=CCN(CC(=O)NCc1ccccc1)C(=O)c1csnn1	i	i	i	i	i	i	i	-13.9	i	i	i
Cc1cccc(N(C(=O)Cn2nnc(-c3ccccc3F)n2)C(C(=O)NC(C)(C)C)c2ccncc2)c1 (stereo not drawn)	i	i	i	i	i	i	i	-7.8	i	i	i
COc1ccccc1NC(=O)CN1CCN(C(=O)c2ccco2)CC1	i	i	i	i	i	i	i	-4.3	i	i	i
CCOC(=O)C1=C(CC)OC(N)=C(C#N)C1c1ccc(OC)cc1OC (stereo not drawn)	i	i	i	i	i	i	i	-18.9	i	i	i
COc1ccc(OCc2nnc(SC3CCOC3=O)n2-c2ccccc2)cc1 (stereo not drawn)	i	i	i	i	i	i	i	-6.9	i	i	i
Cc1ccc2[nH]c(C)c(CCN(Cc3cccnc3)C(=S)NC(C)(C)C)c2c1	i	i	i	i	i	i	i	-6.5	i	i	i
NC1=NC(=O)/C(=C/c2cn(CCC(=O)O)nc2-c2ccc(Cl)cc2)S1	i	i	i	i	i	i	i	-7.0	i	i	i
COCCNCC(O)CON=C1c2ccccc2-c2ccccc21 (stereo not drawn)	i	i	i	i	i	i	i	-27.1	i	i	i
CCOC(=O)c1nn(-c2c(C)n(C)n(-c3ccccc3)c2=O)cc1O	i	i	i	i	i	i	i	-3.0	i	i	i
O=C1C2CCCN2C(=O)N1CCCN1CCN(c2cccc(Br)c2)CC1 (stereo not drawn)	i	i	i	i	i	i	i	-3.8	i	i	i
Cc1ccc(/C=N/N=C2\SCC(=O)N2CC2CC2)cc1	i	i	i	i	i	i	i	-2.8	i	i	i
CC(C)n1cc(/C=C2/SC(=O)N(CC(=O)N3CCCC3)C2=O)c2ccccc21	i	i	i	i	i	i	i	-12.8	i	i	i
COc1cccc2cc(/C(C)=N/NC(=O)c3ccco3)oc12	i	i	i	i	i	i	i	-16.1	i	i	i
O=C(O)CSc1c(-c2cccs2)[nH]c2ccccc12	i	i	i	i	i	i	i	-8.8	i	i	i
CCc1c(C)nc(SCc2cccnc2)[nH]c1=O	i	i	i	i	i	i	i	-5.8	i	i	i
COCn1c(=O)c2c(nc(SC3=NCCS3)n2Cc2ccccc2C)n(COC)c1=O	i	i	i	i	i	i	i	-8.6	i	i	i
Cc1ccccc1-c1coc2cc(O)ccc2c1=O	i	i	i	nt	nt	nt	nt	nt	i	i	nt
COc1ccc(/C=C/C(=O)Nc2sc(Cc3ccccc3)c(C)c2C(N)=O)cc1	i	i	i	i	i	i	i	-6.5	i	i	i
CC(=O)OCCN(Cc1ccccc1)Cc1ccc2c(c1)OCO2	i	i	i	i	i	i	i	-10.8	i	i	i
CCCc1cc(=O)oc2cc(OCC(=O)NCCCn3ccnc3)ccc12	i	i	i	i	i	i	i	-10.6	i	i	i
O=C(NCc1nnnn1-c1ccc(F)c(F)c1)c1cc2ccccc2o1	i	i	i	i	i	i	i	-13.1	i	i	i
O=C(N/N=C/C1C(c2ccccc2)C1(Cl)Cl)c1cccc(Br)c1 (stereo not drawn)	i	-13*	i	10*	i	i	-7.35*	-10.8	i	i	i
Cc1cnc(C(=O)Nc2ccc(C(C)C)cc2)cn1	i	i	i	i	i	i	i	-16.7	i	i	i
O=C(O)CN(Cc1ccccc1)S(=O)(=O)c1ccc(F)cc1	i	i	i	i	i	i	i	-15.2	i	i	i
OCCC1CN(Cc2ccc3c(c2)CCO3)CCN1Cc1ccc(F)cc1 (stereo not drawn)	i	i	i	i	i	i	i	-2.7	i	i	i
O=C(NCC1CC1)c1ccc(Oc2cc(Cl)cc(Cl)c2)o1	i	i	i	i	i	i	i	-6.0	i	i	i
CCOC(=O)N1CCN(c2c(NCc3ccc(Cl)cc3)c(=O)c2=O)CC1	i	i	i	i	i	i	i	-5.2	i	i	i
Cc1ccc(S(=O)(=O)N2CCCC2CNC(=O)C(=O)NCc2ccccn2)cc1 (stereo not drawn)	i	i	i	i	i	i	i	-13.6	i	i	i
CCC(=O)Nc1ccc(S(=O)(=O)NCc2ccco2)cc1	i	i	i	i	i	i	i	-8.1	i	i	i
CCOc1ccc(Br)cc1C(=O)N/N=C/c1ccc([N+](=O)[O-])cc1	i	i	i	i	i	i	i	-9.2	i	i	i
CCCCc1c(C)nc2ccc(OC)cc2c1SCCC(=O)O	i	i	i	i	i	i	i	-5.0	i	i	i
Cc1cccc(N(C(=O)c2csnn2)C(C(=O)NC2CCCCC2)c2ccccn2)c1C (stereo not drawn)	i	i	i	i	i	i	i	-7.2	i	i	i
COc1ccc(C(Cl)=C(c2ccc(OC)cc2)c2ccc(OC)cc2)cc1	i	i	i	i	i	i	i	-7.1	i	i	i
Cc1ccc(S(=O)(=O)N2CCCCC2)cc1NC(=O)CNc1ccc(C(F)(F)F)cc1	i	i	i	i	i	i	i	-7.0	i	i	i
Cc1ccccc1Cn1ccc(NC(=O)c2nc3ncccn3n2)n1	i	i	i	nt	nt	nt	nt	nt	i	i	nt
CS(=O)(=O)N1CCC(C(=O)NCCc2ccccc2)CC1	i	i	i	i	i	i	i	-10.3	i	i	i
CCC(=O)Nc1cccc(-c2cn3cccc(C)c3n2)c1	i	i	i	i	i	i	i	-8.3	i	i	i
CCc1ccc(NC(=O)COn2nnc3ccc(S(=O)(=O)N(C)C)cc32)cc1	i	i	i	i	i	i	i	-4.0	i	i	i
Cn1c(N)c(N=O)c(=O)n(C)c1=O	i	i	i	i	i	i	i	-8.6	i	i	i

Next section
SMILES	MrgX1 PAM	KCNK3 inh	MrgX1 ag	KCNQ1 inh	RGS4 pot	KCNQ1 act	KCNK9 inh	hERG rescue	TMEM16A inh	TMEM16A act	RGS4 inh
O=C(OCc1ccc([N+](=O)[O-])cc1)c1cc2ccccc2oc1=O	i	i	i	i	i	i	i	0.3	i	i	i
CCOc1ccccc1Oc1cn[nH]c1-c1ccc(OC)cc1O	i	-8.87*	i	i	i	i	i	-13.2	i	i	i
CC1CCCN(S(=O)(=O)c2ccc(S(=O)(=O)N3CCCC3)cc2)C1 (stereo not drawn)	i	i	i	i	i	i	i	-11.3	i	i	i
COC(=O)c1ccc(CNC(=O)Cn2nnnc2CN(C)C(C)C)cc1	i	i	i	i	i	i	i	-2.5	i	i	i
N#Cc1cnn(-c2ccc(F)cc2)c1N	i	i	i	i	i	i	i	-6.6	i	i	i
CCOc1ccc(S(=O)(=O)N2CCN(S(=O)(=O)c3ccc(OCC)cc3)C(C)C2)cc1 (stereo not drawn)	i	i	i	i	i	i	i	-14.8	i	i	i
Cc1nn(CCN)c(C)c1Cl	i	i	i	i	i	i	i	-15.9	i	i	i
CC(OC(=O)c1cc(S(=O)(=O)N2CCOCC2)ccc1F)C(=O)NCc1ccc2c(c1)OCO2 (stereo not drawn)	i	i	i	i	i	i	i	-16.2	i	i	i
O=C(NN1C(=O)C2C3CCC(O3)C2C1=O)c1ccc(Cl)cc1 (stereo not drawn)	i	i	i	i	i	i	i	-6.5	i	i	i
